# Assay outcomes from PubChem.
# SF-1 act – activates the human nuclear receptor SF-1; activation, % at 10 µM; 65,000 compounds, 1.9% hits; Q13285; CHO-K1 Gal4-SF-1 LBD luciferase reporter; % increase over DMSO SF-1-specific signal;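 active = activation above the mean activation of all tested compounds plus 3 SD, cut at about 50% in these data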
#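 Material: Gal4–SF-1 LBD one-hybrid luciferase reporter in CHO-K1 cells | Amount: 4,000 cells per well | Compound dosing: 10 µM single point, 1% DMSO | Schedule: 20 h compound treatment, 37 °C | Measured by: SteadyLite luciferase luminescence | Evaluation: Percent activation versus DMSO | Control set: DMSO-treated SF-1-transfected cells as negative, DMSO-treated mock-transfected cells lacking SF-1 as background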
# TNAP act mid DEA – activators of human TNAP at intermediate phosphate acceptor. P05186. purified TNAP, CDP-star luminescence, 100 mM DEA, 30 min; stronger effect = higher value; scale: 0 levamisole-inhibited, 1 vehicle-only enzyme. activation factor at 20 µM. 64,000 tested, under 10 active;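 active = activation factor of at least 2 at 20 µM, relative to controls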
# Target sequence (P05186 whole entry, looked up): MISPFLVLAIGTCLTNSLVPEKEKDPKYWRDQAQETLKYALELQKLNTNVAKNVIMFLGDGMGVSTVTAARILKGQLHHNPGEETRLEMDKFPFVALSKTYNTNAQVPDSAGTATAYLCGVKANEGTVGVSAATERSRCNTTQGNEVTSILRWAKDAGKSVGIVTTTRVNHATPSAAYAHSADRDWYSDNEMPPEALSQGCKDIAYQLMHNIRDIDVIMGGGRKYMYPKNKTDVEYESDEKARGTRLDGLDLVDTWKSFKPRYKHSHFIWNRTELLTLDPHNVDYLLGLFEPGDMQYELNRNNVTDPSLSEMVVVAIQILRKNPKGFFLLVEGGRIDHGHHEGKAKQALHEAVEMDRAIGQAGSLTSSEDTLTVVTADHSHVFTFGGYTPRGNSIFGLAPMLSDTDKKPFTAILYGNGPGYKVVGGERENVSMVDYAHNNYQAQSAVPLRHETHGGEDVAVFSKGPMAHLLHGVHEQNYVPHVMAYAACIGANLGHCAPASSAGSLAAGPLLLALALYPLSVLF
# Hsp90 block – displaces geldanamycin probe from tumor Hsp90; P07900; NCI-N417 lysate Hsp90, Cy3B-geldanamycin FP displacement; inhibition, % at 30 µM; 64,000 compounds, 0.35% hits; AID 429;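 active = inhibition above 50%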;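 note: 0% = tracer plus lysate wells and 100% = tracer alone without lysate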
# RORA act – RORA (human) activation | activation, % at 10 µM | P35398 | CHO-K1 Gal4-RORA LBD luciferase reporter, luminescence; percent increase over mock-subtracted basal signal | 65,000 compounds, 1.5% hits;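 active = activation above the mean of all tested compounds plus 3 SD, cut at about 49% in these data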;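 note: 0% = DMSO-treated RORA cells and 100% = added signal equal to DMSO minus mock-transfected cells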
# Cdc25B block – inhibitors of human Cdc25B phosphatase; inhibition, %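 (compounds tested at 10 µM final in the well)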; AID 368; 65,000 compounds, 0.1% hits; P30305; recombinant Cdc25B, OMFP fluorescence Ex485/Em525; in the data active = inhibition above about 50%
# D1 mod – D1 dopamine receptor (human) allosteric modulation; P21728; AID 641; HEK293 D1, CRE-luciferase, dopamine EC30 potentiation; actives deviate in either direction; B-score at 10 µM; 58,000 compounds, 5.9% hits;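 active = luminescence count or its row- and column-corrected plate score outside the 99.7% band of the plate's sample wells, on either side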
# Target sequence (P21728 whole entry, looked up): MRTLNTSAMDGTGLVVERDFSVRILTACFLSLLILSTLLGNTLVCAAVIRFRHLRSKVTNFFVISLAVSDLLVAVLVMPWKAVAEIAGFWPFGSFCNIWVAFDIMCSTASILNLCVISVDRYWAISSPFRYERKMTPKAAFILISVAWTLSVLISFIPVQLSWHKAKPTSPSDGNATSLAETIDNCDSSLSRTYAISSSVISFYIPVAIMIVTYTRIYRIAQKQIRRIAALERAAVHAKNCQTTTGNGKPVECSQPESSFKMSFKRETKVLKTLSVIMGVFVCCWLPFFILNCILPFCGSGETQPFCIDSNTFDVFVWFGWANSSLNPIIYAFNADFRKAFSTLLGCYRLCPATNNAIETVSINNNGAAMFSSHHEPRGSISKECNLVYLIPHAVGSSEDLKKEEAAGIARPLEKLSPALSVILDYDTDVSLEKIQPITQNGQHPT
# Her2 expr inh – Her2 kinase expression inhibition; HER2 level % of control, % at 10 µM; AID 645; SKBR-3 HER2 protein level, AlphaScreen, 18-24 h; stronger effect = lower value; 65,000 compounds, 0.69% hits;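 active = HER2 level under 5% of the carrier-only control; inconclusive = no clear call, values can overlap the other calls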;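 note: 100% = DMSO carrier and 0% = 500 nM PU-H71 HSP90 inhibitor; lower value means stronger loss of Her2 protein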
# DUSP1 inh – inhibitors of human MKP-1 phosphatase; P28562; recombinant MKP-1, OMFP hydrolysis fluorescence; inhibition, %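 (compounds tested at a single concentration somewhere between 10 and 100 µM)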; 65,000 compounds, 0.15% hits; AID 374;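 active = inhibition above about 50%, limit read from the data; inconclusive = inhibition over screen mean plus 3 SD, below that limit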;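 note: 0% = DMSO max control wells and 100% = wells with enzyme stopped by NaOH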
# FXIIa inh mix – blocks human factor XIIa in pooled compound mixtures; purified FXIIa, fluorogenic substrate; inhibition, % at 5 µM; AID 684; P00748; 62,000 compounds, 0.2% hits; in the data active = inhibition above about 20%, passing the limit was not always enough;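 note: 0% = enzyme without compound and 100% = no enzyme blank; some results filed as inactive read as strong as hits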
# Active calls of the source: *; ? = inconclusive; nt = not tested or not shown.
(1) N#Cc1c2c(c(-c3ccccc3)[nH]c1=O)CCCC2
(2) O=C(NC1CC2CCCC(C1)N2S(=O)(=O)c1ccccc1)c1ccccc1 (configuration not stated)
(3) Cc1cc(NC(=O)CSc2nccn2-c2ccc(Cl)cc2)no1
(4) CCCC(C)n1[nH]c(=O)cc1N (configuration not stated)
(5) CCOC(=O)c1sc(NC(=O)CCSC)nc1C
(6) CN(C#N)c1nc(N2CCOCC2)nc(N2CCOCC2)n1

Assay by compound,1,2,3,4,5,6
SF-1 act,10,-10,-10,0,-2,2
TNAP act mid DEA,0.8,0.9,0.9,1,0.9,0.9
Hsp90 block,-1,-1,-1,2,-1,4
RORA act,-16,-7,-5,-9,10,-13
Cdc25B block,3,-5,-7,-15,-4,-12
D1 mod,nt,nt,0.059,nt,0.1,1.4
Her2 expr inh,139,93,96,116,105,119
DUSP1 inh,-38,1,-3,-22,10,-11
FXIIa inh mix,nt,-12,5,nt,7,14

(7) O=C(NCCCN1CCC(Cc2ccccc2)CC1)C1CC(=O)N(C2CCCC2)C1 (configuration not stated)
(8) O=C(Nc1ccc(Cl)cc1)c1ccc2c(c1)OCO2
(9) CCCc1[nH]nc2c1C(c1ccc(OC(=O)N3CCOCC3)c(OC)c1)C(C#N)=C(N)O2 (configuration not stated)
(10) CCn1c(SCc2nc3ccccc3nc2C)nnc1-c1cccs1
(11) O=C(COC(=O)C12CC3CC(CC(O)(C3)C1)C2)N1CCN(S(=O)(=O)c2ccc(Cl)cc2)CC1
(12) CCOC(=O)c1c(C)n(C)c2ccc(OCC(O)Cn3nc(C)cc3C)cc12 (configuration not stated)

Assay by compound,7,8,9,10,11,12
SF-1 act,31,31,-21,-4,-3,-11
TNAP act mid DEA,1,0.9,1,0.9,0.9,0.9
Hsp90 block,-9,0,-3,-1,0,-2
RORA act,2,9,-18,-18,-6,-11
Cdc25B block,-9,-12,-11,-2,-3,-16
D1 mod,-1.5,-3,1.1,-0.13,-0.53,0.86
Her2 expr inh,84,92,92,52,91,114
DUSP1 inh,1,-2,19,9,6,34
FXIIa inh mix,-18,3,3,1,-8,2

(13) Cc1ccc(NC(=O)NC(=O)N(c2ccccc2)S(C)(=O)=O)cc1
(14) COC(=O)C1CCN(C(=O)CN2C(=O)NC(CCc3ccccc3)C2=O)CC1 (configuration not stated)
(15) CCOc1cc(C(=O)Nc2cnccn2)cc(OCC)c1OCC
(16) N#Cc1cc2c(=O)n3ccccc3nc2n(CCCN2CCOCC2)c1=O
(17) O=S(=O)(c1ccccc1)N1CCC(N2CCCCCC2)CC1
(18) CC(C)N1CC2=C(OC(N)=C(C#N)C2c2cccnc2)/C(=C/c2cccnc2)C1 (configuration not stated)

Assay by compound,13,14,15,16,17,18
SF-1 act,11,-4,20,-22,-11,-13
TNAP act mid DEA,1,0.9,0.9,0.9,1,0.9
Hsp90 block,0,-1,-16,-8,-2,nt
RORA act,-2,8,29,-20,1,2
Cdc25B block,-14,-8,-9,3,8,-4
D1 mod,0.051,-0.72,0.84,0.77,nt,0.54
Her2 expr inh,56,94,35,90,83,152
DUSP1 inh,27,-1,24,7,-13,7
FXIIa inh mix,11,15,4,12,nt,17

# An excerpt of these results, tab-delimited:
cpd	Molecule	SF-1 act	TNAP act mid DEA	Hsp90 block	RORA act	Cdc25B block	D1 mod	Her2 expr inh	DUSP1 inh	FXIIa inh mix
9	CCCc1[nH]nc2c1C(c1ccc(OC(=O)N3CCOCC3)c(OC)c1)C(C#N)=C(N)O2 (configuration not stated)	-21	1	-3	-18	-11	1.1	92	19	3
10	CCn1c(SCc2nc3ccccc3nc2C)nnc1-c1cccs1	-4	0.9	-1	-18	-2	-0.13	52	9	1
11	O=C(COC(=O)C12CC3CC(CC(O)(C3)C1)C2)N1CCN(S(=O)(=O)c2ccc(Cl)cc2)CC1	-3	0.9	0	-6	-3	-0.53	91	6	-8
12	CCOC(=O)c1c(C)n(C)c2ccc(OCC(O)Cn3nc(C)cc3C)cc12 (configuration not stated)	-11	0.9	-2	-11	-16	0.86	114	34	2
13	Cc1ccc(NC(=O)NC(=O)N(c2ccccc2)S(C)(=O)=O)cc1	11	1	0	-2	-14	0.051	56	27	11
14	COC(=O)C1CCN(C(=O)CN2C(=O)NC(CCc3ccccc3)C2=O)CC1 (configuration not stated)	-4	0.9	-1	8	-8	-0.72	94	-1	15
15	CCOc1cc(C(=O)Nc2cnccn2)cc(OCC)c1OCC	20	0.9	-16	29	-9	0.84	35	24	4
16	N#Cc1cc2c(=O)n3ccccc3nc2n(CCCN2CCOCC2)c1=O	-22	0.9	-8	-20	3	0.77	90	7	12
17	O=S(=O)(c1ccccc1)N1CCC(N2CCCCCC2)CC1	-11	1	-2	1	8	nt	83	-13	nt
18	CC(C)N1CC2=C(OC(N)=C(C#N)C2c2cccnc2)/C(=C/c2cccnc2)C1 (configuration not stated)	-13	0.9	nt	2	-4	0.54	152	7	17

# (further entries)
(19) N#Cc1nc(-c2ccccc2F)oc1NCc1cccc2c1OCO2
(20) O=C(O)C1C2C=CC3(CN(C/C=C/c4ccccc4)C(=O)C13)O2 (configuration not stated)
(21) CCN(CC)c1ccc(C2NC(=O)NC(C)=C2C(=O)Nc2ccccc2)cc1 (configuration not stated)
(22) C=CCn1c(=O)c2ccccc2n2c(SCc3c(C(=O)OCC)oc4ccccc34)nnc12
(23) CC(C)(C)c1ccc(NC(=O)CC2(C(F)(F)F)OCCO2)cc1
(24) CCOC(=O)c1ccccc1NC(=O)CN(c1ccccc1)S(=O)(=O)N(C)C

Assay by compound,19,20,21,22,23,24
SF-1 act,-2,-10,-1,-1,40,-16
TNAP act mid DEA,0.9,0.9,0.9,0.9,0.9,0.9
Hsp90 block,-1,-6,-16,-1,-2,0
RORA act,-18,-18,-4,11,15,-19
Cdc25B block,1,-3,5,-2,-5,-7
D1 mod,21*,-1,-0.034,0.014,0.00026,0.88
Her2 expr inh,110,95,113,132,98,105
DUSP1 inh,15,4,1,17,20,-7
FXIIa inh mix,-6,-1,2,-6,0,5

(25) Cc1nc2sc(-c3ccccc3)cc2c(=O)n1-n1cccc1
(26) O=C(CCCCn1c(=O)[nH]c2ccccc2c1=O)N1CCN(c2ncccn2)CC1
(27) CCc1nnc(NC(=O)CCC(=O)N2CCN(CCOc3ccc(C)cc3)CC2)s1
(28) Cn1cnnc1SCC(=O)Nc1sccc1C#N
(29) CC1=C(C(=O)OCc2ccccc2)C(c2ccccn2)c2c(n(C)c(=O)n(C)c2=O)N1 (configuration not stated)
(30) Cc1c(NC(=O)COc2ncnc3c(Cl)cc(Cl)cc23)c(=O)n(-c2ccccc2)n1C

Assay by compound,25,26,27,28,29,30
SF-1 act,89*,-4,-7,-8,-11,-4
TNAP act mid DEA,0.9,1,0.8,0.9,0.9,0.9
Hsp90 block,-3,-2,-4,-4,-6,-2
RORA act,-2,-15,-8,-9,-28,3
Cdc25B block,-2,-31,1,-15,-5,-12
D1 mod,-0.37,0.76,nt,0.4,nt,0.071
Her2 expr inh,84,64,97,98,98,96
DUSP1 inh,2,1,-8,-1,5,-5
FXIIa inh mix,11,7,0,0,5,5

(31) CCNC(=O)NC1(C(=O)Nc2ccc3c(c2)CCC3)CCCCC1
(32) O=C(NCCCc1ccccc1)C1CCN(c2nnc(-n3cccc3)s2)CC1
(33) CCN1CCN(S(=O)(=O)Cc2ccccc2)CC1
(34) CCCc1cc(=O)[nH]c(SCC(=O)N2CCN(c3ccccc3)CC2)n1
(35) CCNc1nc(NC(C)C)nc(Nn2cnnc2)n1
(36) O=C(Cn1cnc2ccccc2c1=O)NC1CCCc2ccccc21 (configuration not stated)

Assay by compound,31,32,33,34,35,36
SF-1 act,-12,-23,9,8,2,7
TNAP act mid DEA,0.9,1,0.9,0.9,1,0.9
Hsp90 block,-2,-1,-3,-3,-5,-6
RORA act,-1,25,3,-28,6,-15
Cdc25B block,9,-3,-1,-7,3,2
D1 mod,-0.68,nt,0.013,0.037,2.9,-0.1
Her2 expr inh,124,104,123,57,90,96
DUSP1 inh,3,6,-7,-4,2,2
FXIIa inh mix,3,12,-18,8,0,-1

(37) CN(C)C(=O)N1CCCC(C(=O)NCc2ccc(F)cc2Cl)C1 (configuration not stated)
(38) c1ccc(-c2n[nH]c3ccccc23)cc1
(39) CC(=O)NCCOc1ccc(C(=O)O)cc1
(40) CCC(=O)N1c2ccc(S(=O)(=O)CCC(=O)N3CCN(c4ccccc4)CC3)cc2CC1C (configuration not stated)
(41) COc1cc2c(cc1OC)C(C(=O)O)C(c1ccc(C)o1)N(C)C2=O (configuration not stated)
(42) CCCc1nc(-c2ccccc2O)n(-c2ccccc2)n1

Assay by compound,37,38,39,40,41,42
SF-1 act,-6,4,-6,0,5,-18
TNAP act mid DEA,1,0.3,0.9,0.9,0.9,0.9
Hsp90 block,-3,-4,-2,1,-4,1
RORA act,-4,1,20,1,7,-12
Cdc25B block,-21,-3,-9,-12,-2,1
D1 mod,0.58,1.4,-0.093,0.97,-0.27,8.7*
Her2 expr inh,123,86,85,112,103,97
DUSP1 inh,10,10,10,-15,2,-14
FXIIa inh mix,-5,4,5,-6,4,-1

(43) Cc1ccc(OCC(O)CNS(=O)(=O)c2ccccc2C(=O)N2CCCCC2)cc1 (configuration not stated)
(44) COc1cc(-c2nn3c(-c4cccnc4)nnc3s2)cc(OC)c1OC
(45) CCCC1C2CN(C(C)=O)CC=C2C(C#N)=C(N)C1(C#N)C#N (configuration not stated)
(46) CCCN1C(=O)C2(/C(=C(\O)c3ccc4c(c3)OCCO4)C(=O)C(=O)N2CCCOC)c2ccccc21 (configuration not stated)
(47) CCCCNC(=O)c1cc(-c2ccc(OC)cc2)on1
(48) O=C(c1ccco1)N1CCN(C(c2ccccc2)c2nnnn2Cc2cccs2)CC1 (configuration not stated)

Assay by compound,43,44,45,46,47,48
SF-1 act,-8,-17,-3,2,47,17
TNAP act mid DEA,0.9,0.9,0.9,0.9,0.9,0.9
Hsp90 block,-6,-4,-2,-4,3,-1
RORA act,21,-18,2,-8,59*,25
Cdc25B block,-1,6,0,-4,2,-13
D1 mod,0.32,-0.96,-0.49,nt,nt,-0.47
Her2 expr inh,97,102,70,98,59,107
DUSP1 inh,-25,-7,1,9,14,-17
FXIIa inh mix,2,5,-15,4,12,6

(49) COc1ccc(C2C(C(=O)NCc3cccnc3)c3ccccc3C(=O)N2C)cc1OC (configuration not stated)
(50) CCOC(=O)c1sc2ccc(S(=O)(=O)N3CCOCC3)cc2c1N
(51) Nc1nc(SCc2ccc3c(c2)OCCO3)n[nH]1
(52) COc1cc2cc(C)c(SCC(=O)N3CCOCC3)nc2cc1OC
(53) COc1cc(SC)ccc1C(=O)Nc1ccc2c(c1)OCCO2
(54) Cc1cc(C)nc(SCC(=O)Nn2cnnc2)n1
(55) O=C(O)c1cccc(NC(=O)c2cccc(S(=O)(=O)N3CCCCC3)c2)c1
(56) O=C1CC(Sc2nnc(-c3ccccc3O)o2)C(=O)N1c1ccccc1 (configuration not stated)
(57) COc1ccc(NC(=O)c2cc(OC)c(OC)cc2OC)c(S(=O)(=O)N2CCOCC2)c1

Assay by compound,49,50,51,52,53,54,55,56,57
SF-1 act,-16,-1,11,0,13,5,-14,-13,9
TNAP act mid DEA,1,0.9,1,0.9,0.9,0.9,0.9,0.9,1
Hsp90 block,nt,-4,-4,-6,-3,1,-5,2,nt
RORA act,2,-2,28,-5,14,14,8,2,6
Cdc25B block,3,-3,6,-5,-13,-14,-8,-3,-15
D1 mod,-0.079,6.7*,4.9*,5.7*,-4.2*,-1.1,nt,1.3,nt
Her2 expr inh,197,106,70,290,94,106,76,-13*,85
DUSP1 inh,5,?,-12,14,-2,-7,9,1,9
FXIIa inh mix,-17,5,3,1,8,4,9,9,12

# Random draw from the library, and some 8.9% of all compounds hit somewhere here.
